# Source: PubChem (several laboratories)
# Scp-1 inhibitor: Scp-1 (human) phosphatase inhibition | Q9GZU7 | 340,000 compounds, 0.88% hits | Recombinant Scp1, phosphopeptide, malachite green phosphate absorbance | AID 493091 | inhibition, % at 20 µM;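 active = inhibition above about 50% at 20 µM, limit read from the data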;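 also: plate controls were DMSO wells with enzyme for no effect and wells lacking enzyme for full effect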
# Target sequence (Q9GZU7 76-261 limits assumed): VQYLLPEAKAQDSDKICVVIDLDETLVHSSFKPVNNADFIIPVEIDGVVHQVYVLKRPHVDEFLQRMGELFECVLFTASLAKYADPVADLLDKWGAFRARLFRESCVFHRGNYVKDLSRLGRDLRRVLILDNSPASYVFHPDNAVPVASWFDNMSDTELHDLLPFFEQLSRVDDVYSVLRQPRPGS
#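 System: SCP-1 catalytic domain; Reagent: Phospho 17-mer peptide substrate; Doses: one concentration, 20 µM, with 1.0% DMSO; Incubation: 45 min room-temperature reaction, 5 min colour, 30 min stabiliser; Signal: Phosphate-binding colour reagent, absorbance read at 630 nm.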
# SUMO1-SIM PPI: alters human SUMO1 binding to SIM partners; P63165; SUMO1 binding to a labelled peptide, TR-FRET, 1 h; inhibition, % at 20 µM; 360,000 compounds, 0.33% hits; AID 602429; in the data active = inhibition above about 37%
# Target sequence (P63165 whole entry, looked up): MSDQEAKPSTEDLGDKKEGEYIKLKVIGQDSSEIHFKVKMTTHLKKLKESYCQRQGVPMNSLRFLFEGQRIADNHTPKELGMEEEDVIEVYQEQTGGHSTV
# Rpn11 block: inhibitors of human proteasome Rpn11 | O00487 | human 26S proteasome, Ub4-pepOG fluorescence polarization; 20S core pre-blocked with epoxomicin | calls only at 20 µM | 360,000 compounds, 0.59% hits;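 active = inhibition at 20 µM, scaled to each plate's controls, above about 33%, limit read from the data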
# DNMT1 inh: inhibitors of human DNMT1; AID 588458; inhibition (reported as % activation of signal), % at 10 µM; 360,000 compounds, 0.83% hits; P26358; DNMT1 molecular beacon, Hinp1I cleavage, fluorescence; in the data active = inhibition above about 50%
# Neddyl block: inhibitors of human cullin neddylation. calls only at 25 µM. P61081+Q13564. TR-FRET cullin neddylation, biochemical. 360,000 compounds, 0.58% hits; in the data active = inhibition above about 36%
# NadD block: blocks S. aureus nicotinate mononucleotide adenylyltransferase. inhibition, % at 20 µM. 360,000 compounds, 0.78% hits. purified NadD enzyme, colorimetric absorbance read-out. AID 602399; in the data active = inhibition above about 26%; also: some compounds past the cut are filed as inactive
# LMPTP block: LMPTP (human) inhibition. P24666. recombinant LMPTP-A, OMFP fluorogenic substrate, fluorescence intensity. inhibition, % at 20 µM. 360,000 compounds, 0.22% hits;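 active = compounds that cut the enzyme signal by at least half of the control window in the single-dose screen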;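 also: plate controls were DMSO wells with enzyme plus substrate for no effect and substrate without enzyme for full effect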
# Target sequence (P24666 whole entry, looked up): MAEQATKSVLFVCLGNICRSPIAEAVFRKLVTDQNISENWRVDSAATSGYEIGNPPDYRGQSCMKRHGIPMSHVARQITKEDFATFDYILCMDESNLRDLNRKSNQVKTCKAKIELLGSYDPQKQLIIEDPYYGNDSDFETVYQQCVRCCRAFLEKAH
#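 Test system: LMPTP-A, protein tyrosine phosphatase of low molecular weight; Input: 0.625 nM enzyme; Incubation: 50 min dark incubation at room temperature; Signal: endpoint fluorescence intensity from OMFP dephosphorylation; Read-out basis: % inhibition versus control wells.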
# CSN deneddyl inh: inhibitors of human CSN-mediated cullin deneddylation; inhibition, % at 12.5 µM; Purified CSN, SCF-Nedd8-OG deneddylation, fluorescence polarization; 360,000 compounds, 0.38% hits; Q92905;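 active = pattern-corrected inhibition above about 35%, with an unprinted fluorescence ratio check between 0.5 and 1.5, limit read from the data, passing the limit was not always enough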;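 also: 0% = enzyme with substrate and 100% = substrate without enzyme; some results filed as inactive read as strong as hits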
#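 Test system: purified human Csn5 enzyme expressed in HEK293T cells. Amount: 0.24 nM enzyme. Reagent: SCFSkp2-Nedd8OG substrate at 10 nM final. Schedule: 90 min incubation of compound, enzyme and substrate at room temperature. Detection: fluorescence polarization. Read-out: % inhibition of substrate cleavage by Csn5.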
# Rin1-Abl PPI inh: inhibitors of human Rin1-Abl protein interaction | P00519+Q13671 | TR-FRET Rin1/Abl binding, biochemical | inhibition, % at 7.35 µM | 360,000 compounds, 0.4% hits; in the data active = inhibition above about 5%, passing the limit was not always enough
# STEP block: blocks human striatal-enriched tyrosine phosphatase; inhibition, % at 20 µM; P54829; 360,000 compounds, 0.25% hits; recombinant STEP, OMFP fluorogenic substrate, fluorescence;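 active = inhibition at 20 µM, scaled per plate between control wells, above about 37%, limit read from the data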;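 also: 0% = DMSO with enzyme and substrate and 100% = substrate only without enzyme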
# Target sequence (P54829 whole entry, looked up): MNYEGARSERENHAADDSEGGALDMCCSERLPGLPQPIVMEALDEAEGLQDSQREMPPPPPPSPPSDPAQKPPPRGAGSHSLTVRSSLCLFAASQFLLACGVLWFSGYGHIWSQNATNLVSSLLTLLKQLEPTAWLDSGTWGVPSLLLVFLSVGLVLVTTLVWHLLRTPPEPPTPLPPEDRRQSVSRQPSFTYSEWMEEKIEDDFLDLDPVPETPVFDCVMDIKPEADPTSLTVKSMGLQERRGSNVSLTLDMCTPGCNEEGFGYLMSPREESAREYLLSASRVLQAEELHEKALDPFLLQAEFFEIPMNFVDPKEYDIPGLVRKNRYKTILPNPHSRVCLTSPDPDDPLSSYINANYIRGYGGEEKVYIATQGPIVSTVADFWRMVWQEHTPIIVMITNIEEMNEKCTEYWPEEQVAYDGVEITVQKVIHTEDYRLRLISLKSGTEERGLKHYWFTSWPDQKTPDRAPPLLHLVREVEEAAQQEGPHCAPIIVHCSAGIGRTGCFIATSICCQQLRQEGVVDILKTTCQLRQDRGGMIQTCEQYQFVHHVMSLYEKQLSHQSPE
#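 Measure: Control-normalized % inhibition with plate pattern correction | Test system: STEP phosphatase, cell-free reaction | Medium: pH 6.0 Bis-Tris with DTT and Tween 20 | Technique: Fluorescence, 480/540 nm | Times: Reaction 20 min, ambient temperature | Doses: Single compound dose of 20 µM, 1% DMSO final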
# * hit, by the source's call; i = inactive; · = not tested or not shown; + = active, no number. Not a hit list. Share with any hit: about 3.8%.
SMILES,Scp-1 inhibitor,SUMO1-SIM PPI,Rpn11 block,DNMT1 inh,Neddyl block,NadD block,LMPTP block,CSN deneddyl inh,Rin1-Abl PPI inh,STEP block
CC(=O)Nc1ccc(S(=O)(=O)Nc2nc3ccccc3nc2Nc2ccccc2)cc1,-6.3,-1.4,i,-5.8,·,8.1,0.1,4.0,-0.9,-4.4
C/C(=N\Nc1ccc([N+](=O)[O-])cc1[N+](=O)[O-])C(C)(C)C(C(=O)O)C(=O)O,-7.6,-31.7,i,-2.9,i,-0.4,0.5,0.8,-1.3,9.1
OC(CN1CCN(Cc2ccccc2)CC1)Cn1c2ccccc2c2ccccc21 (stereo not drawn),1.6,-2.4,i,-4.8,i,0.9,0.2,-16.5,0.4,-2.2
CCC(CC)C(=O)NCc1ccccc1Cl,-2.6,1.7,i,0.0,i,-3.3,-1.2,-3.0,0.2,2.4
COc1ccc(-n2nc(C(=O)NCC(=O)Nc3ccccn3)c3ccccc3c2=O)cc1,-12.1,11.8,i,3.0,i,2.5,-0.1,9.2,6.4,4.1
CCCc1ccc(OCc2ccc(C(=O)N3CCCC3)o2)cc1,-7.1,7.3,i,-0.7,i,-0.3,2.6,2.1,0.1,3.2
COc1ccncc1-c1ccccc1C1=CC(=O)CC(C)(C)C1=O,·,-25.2,i,-0.1,i,-12.5,-0.6,-8.4,1.5,0.7
O=C(OCC(=O)N1CCCc2ccccc21)c1cnc(Cl)c(Cl)c1,-3.4,-5.4,i,4.1,i,-3.2,0.1,1.0,0.3,3.8
Cc1ccc2c(C(=O)CN3CCC(C(N)=O)CC3)c(C)[nH]c2c1,·,6.7,i,-1.1,i,-1.7,-0.7,0.6,-0.5,0.4
COc1ccc(NC(=O)CSc2nc3ccccc3nc2N2CCCC2)c(OC)c1,-1.2,3.2,i,-1.5,i,1.3,1.6,9.1,0.6,-0.7
CN(C)c1ccc(/C=N/NC(=O)c2cccc(N3CCCC3=O)c2)cc1,-3.2,-13.5,i,-0.3,+,4.0,-0.5,-2.8,-3.0,0.8
O=C(c1ccco1)N1CCN(C(=S)Nc2ccc(F)cc2)CC1,1.0,5.9,i,-0.9,i,-1.7,-1.6,-4.7,0.4,-2.2
Cc1c(Cl)cccc1NS(=O)(=O)c1ccc2c(c1)C1C=CCC1C(c1ccc(C(=O)O)cc1)N2 (stereo not drawn),26.2,50.3*,i,87.1*,i,33.6*,26.2,27.5,9.2*,1.5
CCCCn1c(CCc2ccccc2)nc2cc3[nH]c(=O)c(C(C)C)nc3cc21,-3.0,-0.6,i,-20.3,·,0.4,0.7,-0.7,2.2,2.8
CCn1c(=O)cc(SCC(=O)N2CCN(C(=O)c3ccco3)CC2)c2ccccc21,-4.4,3.8,i,2.4,i,0.9,-0.4,-0.2,-188.3,3.2
Cc1csc(-c2nc3ccccc3n2C(C(=O)NC(C)(C)C)c2ccccc2)c1 (stereo not drawn),·,-2.9,·,·,i,·,1.1,-6.3,·,·
O=C(O)CCN1C(=O)c2ccc(NC(=O)CCc3ccccc3)cc2C1=O,-4.7,-13.8,i,0.9,·,-2.4,-1.6,0.4,1.3,-0.8
CC(=O)Nc1nc(C)c(Cc2ccccc2)c(=O)[nH]1,-0.1,-1.5,i,0.0,i,-1.9,-1.1,-3.3,6.3,0.6
CC(NC(=O)c1cccc(S(=O)(=O)N2CCN(Cc3ccccc3)CC2)c1)c1ccc(Br)cc1 (stereo not drawn),-0.1,-0.3,i,-5.2,i,5.8,2.0,0.8,1.0,1.7
Cc1noc(C)c1C(=O)Nc1nc(-c2cccs2)cs1,8.5,-8.6,i,-0.6,i,-6.1,1.6,1.9,0.2,0.1

# In the list so far, 3 have a furan ring, fused or not.
SMILES,Scp-1 inhibitor,SUMO1-SIM PPI,Rpn11 block,DNMT1 inh,Neddyl block,NadD block,LMPTP block,CSN deneddyl inh,Rin1-Abl PPI inh,STEP block
CCCc1ccc(OCc2ccc(C(=O)N3CCCC3)o2)cc1,-7.1,7.3,i,-0.7,i,-0.3,2.6,2.1,0.1,3.2
O=C(c1ccco1)N1CCN(C(=S)Nc2ccc(F)cc2)CC1,1.0,5.9,i,-0.9,i,-1.7,-1.6,-4.7,0.4,-2.2
CCn1c(=O)cc(SCC(=O)N2CCN(C(=O)c3ccco3)CC2)c2ccccc21,-4.4,3.8,i,2.4,i,0.9,-0.4,-0.2,-188.3,3.2

# The results go on.
SMILES,Scp-1 inhibitor,SUMO1-SIM PPI,Rpn11 block,DNMT1 inh,Neddyl block,NadD block,LMPTP block,CSN deneddyl inh,Rin1-Abl PPI inh,STEP block
Cc1cc(C)c(NC(=O)CSCc2c(C)noc2C)c(Cl)c1,-0.8,-1.1,i,4.3,i,1.4,-1.1,3.6,1.7,-2.3
Cc1cc(C)nc(SCC(=O)N(C)CC(=O)Nc2c(Cl)cccc2Cl)n1,-2.8,1.0,i,0.2,i,-1.5,-0.4,-11.7,1.1,1.0
CCCCCn1c(S(=O)(=O)O)nc2ccccc21,0.2,-1.4,i,4.6,i,0.3,-1.1,-1.8,0.8,1.5
C[C@H]1CN([C@@H](C)CO)C(=O)c2cc(-c3cccnc3)cnc2O[C@H]1CN(C)Cc1ccc(Oc2ccccc2)cc1,·,0.9,i,4.6,i,-6.0,0.1,-0.1,-1.4,-1.5
CC(=O)Nc1ccc(SC[C@H](Cc2ccccc2)N2CCN(CCc3ccccc3)CCC2=O)cc1,-7.7,2.7,i,-9.2,i,-1.4,0.9,0.1,3.4,0.6
N/C(=N\OC(=O)C1CCCCC1)c1ccc(Cl)cc1,-4.7,-2.6,i,2.5,i,-0.3,2.7,3.0,0.1,0.7
Cc1ccc(C)c(NC(=O)C(C)CC2COCCO2)c1 (stereo not drawn),-10.5,-2.1,i,2.2,i,-4.4,-1.3,-0.3,2.5,1.5
Cn1ccnc1SCc1ccc([N+](=O)[O-])cc1,-0.3,-13.2,i,-1.0,i,-12.6,-0.1,-2.2,1.7,-1.7
O=C1CC(C(=O)Nc2ccc(C(=O)O)cc2)C(c2ccccc2)O1 (stereo not drawn),-11.3,-0.9,i,1.0,i,-7.9,-2.5,-2.2,2.1,-5.3
CCOC(=O)C1CCN(C(=O)c2cnn3c(C)cc(C)nc23)CC1,-4.7,0.6,i,0.2,·,-5.6,-1.2,-3.1,0.8,-1.2
CCNc1nc2nonc2nc1NCC,-2.0,-5.0,i,2.3,i,-5.9,-1.0,-0.8,-0.7,-0.8
O=C(CN1C(=O)C2C3CCC(C3)C2C1=O)OCC(=O)c1cccc([N+](=O)[O-])c1 (stereo not drawn),-3.9,-20.8,i,-0.7,i,-2.8,-0.2,0.2,0.0,-0.6
C=CCn1c(SCc2ccccc2C#N)nnc1-c1ccccc1O,-2.2,-4.1,i,1.5,i,11.8,-0.4,2.9,-2.9,-2.8
COc1ccc(S(=O)(=O)NCCC(=O)NCc2cccs2)cc1,-1.5,-5.0,i,0.0,i,6.6,0.2,3.6,-1.0,-1.1
O=C(NCc1ccccc1OC(F)(F)F)C1CCC(=O)N(Cc2ccccn2)C1 (stereo not drawn),-8.6,4.5,i,-3.0,i,0.7,-0.3,2.0,1.2,-2.4
Cc1c(NC(=O)c2cc3ccccc3oc2=O)c(=O)n(-c2ccccc2)n1C,-1.0,-18.4,i,-1.6,i,4.2,0.1,3.2,-2.2,4.1
COc1ccccc1-c1c(C(F)(F)F)oc2cc(OC(=O)c3cccc([N+](=O)[O-])c3C)ccc2c1=O,-12.6,-0.9,i,17.6,i,5.8,1.9,-1.8,-5.4,-0.7
CC(C)n1nnnc1C1c2ccccc2C(=O)N1Cc1cccc(F)c1 (stereo not drawn),·,-2.0,·,·,i,-2.3,0.3,-3.7,·,·
COc1ccc2c(c1OC)C(C1c3c(cc4c(c3OC)OCO4)CCN1C)OC2=O (stereo not drawn),-2.0,27.3,i,3.0,i,-6.4,-1.6,0.6,1.7,-1.2
O=C(CSc1nc2ccccc2n1CC(=O)N1CCCC1)Nc1nccs1,-2.7,0.6,i,3.3,i,-3.4,-0.3,5.9,-0.6,21.8
COc1ccc(C(NC(=O)c2ccc(-c3ccccc3)cc2)c2ccccc2)cc1 (stereo not drawn),-4.4,-2.3,i,47.3,i,8.1,-2.1,-6.9,0.1,9.7
CCOc1ccc(NC(=O)c2cc(Cl)nc3ccccc23)cc1,-10.8,0.4,i,0.6,i,-10.4,0.3,-2.1,-1.2,2.2
CCOc1ccccc1NC(=O)N1CCCc2ccccc21,-9.2,4.0,i,-2.6,i,-3.3,1.8,2.2,-0.8,1.2
O=C(NCCCC(=O)N1CCOCC1)c1cccnc1,-7.5,5.2,i,3.8,i,-5.7,-1.3,0.9,0.8,-3.6
COc1ccc(N2CCN(c3nc(NCCc4ccc(OC)c(OC)c4)nc(OC)n3)CC2)cc1,-6.1,0.9,i,-8.5,i,-3.9,0.5,-1.1,1.3,-2.4
O=C(Nc1ccccc1)C(Cc1cccs1)c1nn[nH]n1 (stereo not drawn),-0.2,1.7,i,4.7,i,5.1,-0.9,9.0,4.8,-0.5
CCOC(=O)N1CCC(c2cc(=O)n3[nH]ccc3n2)CC1,-2.8,0.1,i,-1.4,+,7.9,1.8,2.0,-0.5,-0.3
Cc1nc2c(OCc3ccc(Cl)cc3Cl)cccn2c1N(C)Cc1cccs1,·,6.2,i,3.5,i,6.9,20.9,-2.1,-1.2,9.9
C=CCNCCCCOc1ccc(OCc2ccccc2)cc1,-0.9,2.5,i,7.8,i,-2.0,-1.5,-0.8,-1.6,-0.5
CC(C)CCN1CCC(n2nccc2NC(=O)C2CCOC2)CC1 (stereo not drawn),-8.6,10.2,i,2.2,i,-4.2,-1.1,-2.1,0.1,2.9
O=C(COC(=O)c1cccc(F)c1)Nc1cccc(S(=O)(=O)N2CCOCC2)c1,·,1.5,i,-1.7,i,4.0,0.3,-1.3,1.2,0.1
COCCCNC(=O)C(=O)NCC(c1ccco1)N1CCN(c2ccc(OC)cc2)CC1 (stereo not drawn),-1.7,0.2,i,1.6,i,3.3,-0.6,1.7,0.1,2.3
Cn1nc(C(F)(F)F)c2cc(C(=O)Nc3ccc(C(F)(F)F)cc3)sc21,-16.7,0.5,i,-1.9,i,-2.2,3.9,-1.4,-0.9,1.1
CCOC(=O)c1cc(C#N)c(N2CCN(C(=O)c3ccccc3)CC2)nc1C(F)(F)F,-7.2,-5.6,i,1.1,i,0.7,0.5,-2.5,-2.1,-0.3
Cc1ccccc1Cn1nc(C)c(NC(=O)c2cc(-c3cccs3)on2)c1C,-6.2,-0.1,i,-8.8,i,-1.1,0.5,-1.6,-3.1,1.6
CCOC(=O)/C(C#N)=N/Nc1c(C)n(C)n(-c2ccccc2)c1=O,-6.4,-3.2,i,3.4,i,-1.5,-2.3,-4.7,-0.9,0.8
